aSyn rescue: alpha-synuclein toxicity inhibition in yeast; AID 652106; Potency, µM (top dose mostly 46.1 µM), for the others: at the highest dose growth rescue (activation), usual class: activators; Yeast expressing alpha-synuclein, growth rescue, BacTiter-Glo, 24 h; 370,000 compounds, 0.14% hits; also: potency is read from the fitted curve at half-maximal effect; % of control where 0% means no effect; nearly all actives have a fitted effect of over 65% in size
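Galactose-induced alpha-syn yeast (OD600=0.02, raffinose-pregrown) + pinned cpd, 24 hr, 30 deg C; growth by BacTiter-Glo luminescence. Growth restoration scores as activation.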
D3 ag: D3 dopamine receptor (human) agonism | max activation, % | D3R DiscoveRx beta-arrestin cells, luminescence, 90 min | 410,000 compounds, 0.58% hits | P35462; in the data active = max activation above about 30%; also: 0% is about no effect; mostly tested at two doses, the higher about 12 µM
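Agonist-mode cell screen: cells plated at 1500/well and incubated overnight at 37 °C, then exposed to library compounds for 90 min at 37 °C. Detection reagent was added for 30–60 min at room temperature, and luminescence was read.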
GLP1R inv ag: inverse agonists of human GLP-1 receptor; HEK293 GLP-1R CRE-luciferase, luminescence, 24 h; GLP-1R form is constitutively active; P43220; 410,000 compounds, 1.6% hits; Potency, µM (titrated, usually from 38.3 µM), without a hit: top-dose activity change, negative = inhibition, actives largely listed as inhibitors; also: potency is read from the fitted curve at half-maximal effect; % is scaled to controls: 0 for no effect and ±100 for the full control effect; nearly all actives have a fitted effect of over 55% in size
Target sequence (P43220 whole entry, looked up): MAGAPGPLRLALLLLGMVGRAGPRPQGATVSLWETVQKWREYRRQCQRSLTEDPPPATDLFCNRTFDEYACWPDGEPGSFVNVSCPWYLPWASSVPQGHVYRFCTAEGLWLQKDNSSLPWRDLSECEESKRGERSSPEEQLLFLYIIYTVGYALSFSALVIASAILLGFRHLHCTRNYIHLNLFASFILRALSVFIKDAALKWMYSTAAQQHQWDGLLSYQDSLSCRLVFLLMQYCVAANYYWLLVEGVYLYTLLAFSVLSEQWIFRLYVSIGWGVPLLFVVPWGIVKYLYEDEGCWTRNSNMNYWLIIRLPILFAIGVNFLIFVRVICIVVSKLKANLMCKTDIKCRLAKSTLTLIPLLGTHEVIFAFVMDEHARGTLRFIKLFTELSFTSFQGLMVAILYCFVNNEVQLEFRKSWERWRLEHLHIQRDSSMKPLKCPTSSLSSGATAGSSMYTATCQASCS
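Inverse agonists were sought by their lowering of basal cAMP reporter luciferase output in HEK293 cells stably carrying constitutively active human GLP-1R, after 24 h compound treatment.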
GLP-1R agonist: GLP-1 receptor (human) agonism; P43220; HEK293 GLP-1R CRE-luciferase, luminescence, 4-6 h; cells express a hypersensitive GLP-1R form; AID 624172; 380,000 compounds, 0.007% hits; Potency, µM (highest dose often 45.6 µM), for inactives: at the top dose activation, hits mostly activators; also: potency is read from the fitted curve at half-maximal effect; % of control where 0% means no effect
DRD3 antagonist: blocks the human D3 dopamine receptor; P35462; D3R cells, DiscoveRx beta-arrestin luminescence, antagonist mode; active compounds read low; max response, negative = inhibition, %; 360,000 compounds, 2.5% hits; AID 652054; in the data active = max response below about -50%; inconclusive = no clear call, values can overlap the other calls; also: % is scaled to controls: 0 for no effect and ±100 for the full control effect; mostly tested at two doses, the higher about 12 µM
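Cells plated overnight at 1500 cells/well, then exposed to library compounds with dopamine controls for 90 minutes at 37 degrees C. DiscoveRx reagent added for 30–60 minutes at room temperature; luminescence read, quantitative HTS format.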
PTHR1 ag: agonists of human PTHR1 parathyroid hormone receptor | 410,000 compounds, 0.075% hits | Q03431 | Potency, µM (highest dose often 115 µM), for inactives: top-dose activation, hits mostly activators | HEK293 GP2 PTHR1 cells, GloSensor cAMP luminescence, 1 h; also: potency is read from the fitted curve at half-maximal effect; nearly all actives have a fitted effect of over 55% in size; some results filed as inactive show a strong effect at the top dose; inactives centre near -15; many of its hits are not listed in these tables
Target sequence (Q03431 whole entry, looked up): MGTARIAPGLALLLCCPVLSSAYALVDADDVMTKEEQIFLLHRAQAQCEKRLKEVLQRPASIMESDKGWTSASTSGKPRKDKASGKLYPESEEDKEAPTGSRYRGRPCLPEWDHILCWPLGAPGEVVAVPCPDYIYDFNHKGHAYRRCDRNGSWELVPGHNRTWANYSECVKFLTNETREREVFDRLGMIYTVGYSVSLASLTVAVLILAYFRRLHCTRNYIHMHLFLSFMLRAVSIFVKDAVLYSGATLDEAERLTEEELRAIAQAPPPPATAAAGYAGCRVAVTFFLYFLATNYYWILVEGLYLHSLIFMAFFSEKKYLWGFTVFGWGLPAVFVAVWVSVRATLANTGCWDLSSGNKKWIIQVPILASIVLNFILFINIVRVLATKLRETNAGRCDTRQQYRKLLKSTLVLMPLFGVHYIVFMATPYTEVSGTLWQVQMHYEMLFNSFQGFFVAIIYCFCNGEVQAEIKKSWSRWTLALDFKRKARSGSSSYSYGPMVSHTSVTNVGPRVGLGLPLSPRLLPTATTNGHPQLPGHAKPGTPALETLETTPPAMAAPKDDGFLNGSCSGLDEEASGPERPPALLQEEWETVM
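HEK-293-derived GP2 cells expressing PTHR1 and a GloSensor cAMP reporter, 3,000/well, plated overnight, given luciferin plus IBMX (each 0.5 mM as added) for 1 h at 37 °C, then compound for 1 h at 37 °C. Luminescence was read after 15 min at room temperature.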
TDP-43 yeast inh: rescues yeast growth from TDP-43 toxicity. TDP-43 expressing yeast growth rescue, BacTiter-Glo, 24 h. Potency, µM (highest dose often 46.1 µM), inactives show at the top dose growth rescue (activation), actives largely listed as activators. 410,000 compounds, 1.8% hits. AID 652104; also: potency is read from the fitted curve at half-maximal effect; % of control where 0% means no effect; nearly all actives have a fitted effect of over 50% in size
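Luminescence from BacTiter-Glo reports growth of TDP-43-expressing yeast after 24 hr at 30 deg C with compound. Cells were raffinose-pregrown to mid-log, then seeded in galactose medium at OD600=0.02.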
HEK293 tox: cytotoxic in the GLP-1 receptor inverse agonist counter-screen; HEK293 cAMP-luciferase reporter cells, luminescence, 24 h; Potency, µM (titrated, usually from 38.3 µM), for the others: top-dose activity change, negative = inhibition, actives largely listed as inhibitors; 410,000 compounds, 0.13% hits; AID 624418;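 also: loss of luciferase light is scored as toxicity; potency is read from the fitted curve at half-maximal effect; % is scaled to controls: 0 for no effect and ±100 for the full control effect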
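A 23 nL compound transfer followed 12 hours of cell culture at 37 deg C; exposure then lasted 24 hr. Luciferase assay detection reagent was dispensed and plates read for luminescence after a 12 min room-temperature wait.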
KB-V1 cytotox: kills drug-selected multidrug resistant KB-V1 cells; Potency, µM (highest dose often 46.1 µM), for inactives: at the top dose activity change, negative = cytotoxicity, hits mostly cytotoxic; 400,000 compounds, 3.4% hits; KB-V1 MDR cells viability, CellTiter-Glo, 72 h; also: potency is read from the fitted curve at half-maximal effect; % is scaled to controls: 0 for no effect and ±100 for the full control effect; nearly all actives have a fitted effect of over 60% in size
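Readout: CellTiter-Glo luminescence, 10 min after addition. Cells: KB-V1 MDR subline, 72 h at 37 degrees C with compound. Analysis: corrected, normalized data fitted to concentration-effect curves.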
* marks the source's active call; other numbers are inactive results; [ ] = dose if it differs, or a comment. Unless noted, calls follow the shape of the dose curve; as a rule, active = well fitted curve in the direction sought with a large enough effect; inconclusive = small, poorly fitted or top-dose-only effect, or another doubt; inactive = no such curve, though single readings can be large; an effect the other way counts as inactive or inconclusive. Not all compounds are listed. The share of hits here may be higher or lower than overall.

How did CCOC(=O)C1=C(CN(CC)Cc2ccccc2)NC(=O)NC1c1ccc(OC(C)C)cc1 (stereo not given) do in these assays?
D3 ag: -1; GLP1R inv ag: inconclusive; GLP-1R agonist: -3%; PTHR1 ag: -34%[inhibitor]; TDP-43 yeast inh: -7%; HEK293 tox: -12%; KB-V1 cytotox: inconclusive

How did Cc1ccc(S(=O)(=O)NC(C)C(=O)OCC(=O)N(C)c2ccccc2)cc1 (stereo not given) do in these assays?
aSyn rescue: 0%; D3 ag: 3; GLP1R inv ag: 2%; GLP-1R agonist: -5%; DRD3 antagonist: 11; PTHR1 ag: inactive; TDP-43 yeast inh: 15%; HEK293 tox: 2%; KB-V1 cytotox: inconclusive

How did Cc1onc(-c2ccccc2Cl)c1C(=O)Nc1ccc(N2CCOCC2)cc1 do in these assays?
aSyn rescue: 1%; D3 ag: -10; GLP1R inv ag: -19%; GLP-1R agonist: 8%; DRD3 antagonist: 9; PTHR1 ag: -5%[57.5 µM]; TDP-43 yeast inh: -5%; HEK293 tox: -4%; KB-V1 cytotox: -3%

How did Cc1ccc(-n2nc(C(=O)N3CCN(c4cc(Cl)ccc4C)CC3)c(=O)n(C)c2=O)cc1 do in these assays?
D3 ag: -19; GLP1R inv ag: 11%; PTHR1 ag: -33%[inhibitor]; TDP-43 yeast inh: 2%[9.22 µM]; HEK293 tox: 2%; KB-V1 cytotox: -1%

What do the screens show for `CCC(OC(=O)c1nsc(Cl)c1Cl)C(=O)NC(C)(C)CC` (stereo not given)?
aSyn rescue: -1%; D3 ag: 4; GLP1R inv ag: 2%; GLP-1R agonist: 3%; DRD3 antagonist: inconclusive; PTHR1 ag: -14%; TDP-43 yeast inh: 22%; HEK293 tox: -1%; KB-V1 cytotox: -1%

How did CCCC(=O)NC(=S)Nc1nc(-c2ccc(OC)cc2)cs1 do in these assays?
aSyn rescue: 2%; D3 ag: 3; GLP1R inv ag: 17%; GLP-1R agonist: 7%; DRD3 antagonist: 11; PTHR1 ag: inactive; TDP-43 yeast inh: 10%; HEK293 tox: inconclusive; KB-V1 cytotox: inconclusive

What do the screens show for `Cn1cc(S(=O)(=O)NCc2ccc(F)cc2)c(=O)n(C)c1=O`?
aSyn rescue: 1%; D3 ag: -6; GLP1R inv ag: 7%; GLP-1R agonist: -4%; DRD3 antagonist: -10; PTHR1 ag: -9%; TDP-43 yeast inh: 2%; HEK293 tox: 1%; KB-V1 cytotox: -4%

Results for CS(=O)(=O)N1CCN(C(=O)c2ccc(F)cc2)CC1 ?
aSyn rescue: -1%; D3 ag: -3; GLP1R inv ag: 8%; GLP-1R agonist: -10%; DRD3 antagonist: 16; PTHR1 ag: inactive; TDP-43 yeast inh: -25%; HEK293 tox: -3%; KB-V1 cytotox: 1%

How did COc1ccc(N2C(=O)C(Cl)=C(N(CCO)Cc3ccccc3)C2=O)cc1 do in these assays?
aSyn rescue: 4%; D3 ag: 2; GLP1R inv ag: 2%; GLP-1R agonist: -1%; DRD3 antagonist: inconclusive; PTHR1 ag: inactive; TDP-43 yeast inh: inconclusive; HEK293 tox: -7%; KB-V1 cytotox: 10%

How did Cc1nn(CC(=O)Nc2nnc(CC(=O)N3CCCC3)s2)c(=O)c2ccccc12 do in these assays?
aSyn rescue: 9%; D3 ag: 1; GLP1R inv ag: -12%; GLP-1R agonist: 2%; DRD3 antagonist: 17; PTHR1 ag: 0%[57.5 µM]; TDP-43 yeast inh: 7%; HEK293 tox: 7%; KB-V1 cytotox: 7%

What do the screens show for `CC(C)(C)c1ccc(C(=O)NCC(=O)N2CCC3(CC2)NCCc2[nH]cnc23)cc1`?
aSyn rescue: -7%; D3 ag: 5; GLP1R inv ag: 13%; GLP-1R agonist: 0%; DRD3 antagonist: -12; PTHR1 ag: inactive; TDP-43 yeast inh: -4%; HEK293 tox: -16%; KB-V1 cytotox: 14%

What do the screens show for `COc1ccc(CNC(=O)c2cc3cc4ccc(C)cc4nc3o2)cc1`?
D3 ag: 6; GLP1R inv ag: 26%; GLP-1R agonist: 0%; PTHR1 ag: inactive; TDP-43 yeast inh: 6%; HEK293 tox: -19%; KB-V1 cytotox: -1%

What do the screens show for `O=C(NNC(=O)c1cc(-c2ccncc2)nc2ccccc12)c1ccccc1O`?
aSyn rescue: -9%; D3 ag: 21; GLP1R inv ag: inconclusive; GLP-1R agonist: 10%; DRD3 antagonist: 3; PTHR1 ag: inactive; TDP-43 yeast inh: -19%; HEK293 tox: -16%; KB-V1 cytotox: -18%

What do the screens show for `O=C(c1cc(-c2cccc(O)c2)on1)N1CCc2ccccc2C1`?
aSyn rescue: 5%; D3 ag: -11; GLP1R inv ag: inconclusive; GLP-1R agonist: -5%; DRD3 antagonist: inconclusive; PTHR1 ag: inactive; TDP-43 yeast inh: inconclusive; HEK293 tox: -9%; KB-V1 cytotox: 25%

What do the screens show for `CCOC(=O)c1ccccc1NC(=O)Cn1c(=O)n(CCCC(=O)NCc2ccc3c(c2)OCO3)c(=O)c2ccccc21`?
D3 ag: -19; GLP1R inv ag: 6%; GLP-1R agonist: -2%; PTHR1 ag: -24%; TDP-43 yeast inh: -8%; HEK293 tox: 6%; KB-V1 cytotox: 6%

What do the screens show for `Cc1cccn2c(=O)c3cc(C(N)=S)c(=N)n(CCCN4CCOCC4)c3nc12`?
aSyn rescue: -3%; D3 ag: -7; GLP1R inv ag: 17%; GLP-1R agonist: 4%; DRD3 antagonist: -2; PTHR1 ag: -3%; TDP-43 yeast inh: -1%; HEK293 tox: 146%[activator]; KB-V1 cytotox: -15%

What do the screens show for `O=C(CCC(=O)N(CC(=O)NC1CCCCC1)Cc1cccs1)Nc1ccccn1`?
aSyn rescue: 0%; D3 ag: 4; GLP1R inv ag: 11%; GLP-1R agonist: 5%; DRD3 antagonist: 7; PTHR1 ag: inactive; TDP-43 yeast inh: -3%; HEK293 tox: -1%; KB-V1 cytotox: -24%

How did O=C(NC12CC3CC(CC(C3)C1)C2)N1CCN(C(=O)c2ccco2)CC1 do in these assays?
aSyn rescue: -2%; D3 ag: 0; GLP1R inv ag: 19%; GLP-1R agonist: 22%; DRD3 antagonist: -9; PTHR1 ag: -22%; TDP-43 yeast inh: -18%[0.397 µM]; HEK293 tox: -4%; KB-V1 cytotox: -2%

How did COc1ccc(-c2nc(C#N)c(N3CCc4ccccc4C3)o2)cc1OC do in these assays?
aSyn rescue: 18%; D3 ag: 36*; GLP1R inv ag: 2%; GLP-1R agonist: inconclusive; DRD3 antagonist: 53; PTHR1 ag: -4%[57.5 µM]; TDP-43 yeast inh: inconclusive; HEK293 tox: 20%; KB-V1 cytotox: 2.1µM*

What do the screens show for `COc1ccc(C2=Nc3ccccc3N(C(=O)c3ccncc3)C2C(=O)NC(C)C)cc1` (stereo not given)?
aSyn rescue: -10%; D3 ag: -4; GLP1R inv ag: 25%; DRD3 antagonist: 0; PTHR1 ag: -17%; TDP-43 yeast inh: 2%; HEK293 tox: -18%; KB-V1 cytotox: inconclusive

What do the screens show for `COc1cccc(CNC(=O)Cn2c(=O)oc3cc(S(=O)(=O)N4CCCCCC4)ccc32)c1`?
D3 ag: -13; GLP1R inv ag: inconclusive; PTHR1 ag: -10%; TDP-43 yeast inh: 1%; HEK293 tox: -19%; KB-V1 cytotox: -17%

What do the screens show for `Cn1c(SCC(=O)c2ccccc2)nnc1-c1cnccn1`?
aSyn rescue: -10%; D3 ag: -2; GLP1R inv ag: 5%; GLP-1R agonist: -6%; DRD3 antagonist: 10; PTHR1 ag: -6%[57.5 µM]; TDP-43 yeast inh: 21%; HEK293 tox: 0%; KB-V1 cytotox: -28%

What do the screens show for `COc1cc(CNCCO)ccc1OCCc1ccccc1`?
aSyn rescue: -1%; D3 ag: 5; GLP1R inv ag: 1µM*; GLP-1R agonist: -3%; DRD3 antagonist: 4; PTHR1 ag: inconclusive; TDP-43 yeast inh: -15%; HEK293 tox: 3%; KB-V1 cytotox: -12%

Results for CCCCCC(=O)NN=C1CCN(Cc2ccccc2)CC1 ?
aSyn rescue: 4%; D3 ag: 8; GLP1R inv ag: 0%; GLP-1R agonist: -1%; DRD3 antagonist: 18; PTHR1 ag: -24%; TDP-43 yeast inh: -14%; HEK293 tox: 1%; KB-V1 cytotox: 1%

Results for CCOC(=O)CNC(=O)CSc1nnnn1-c1cc(C)ccc1C ?
aSyn rescue: -2%; D3 ag: -5; GLP1R inv ag: -3%; GLP-1R agonist: 23%; DRD3 antagonist: -9; PTHR1 ag: inconclusive; TDP-43 yeast inh: -18%; HEK293 tox: -2%; KB-V1 cytotox: 0%

What do the screens show for `COC(=O)c1cc(-c2ccc(OC)cc2F)nc2nc(SC)[nH]c(=O)c12`?
aSyn rescue: -14%; D3 ag: -13; GLP1R inv ag: 33%[activator]; GLP-1R agonist: 12%; DRD3 antagonist: inconclusive; PTHR1 ag: inactive; TDP-43 yeast inh: -17%; HEK293 tox: 8%; KB-V1 cytotox: inconclusive

Results for COc1ccc2c(c1)CC/C(=C\c1ccc(OC)c(Cn3cccn3)c1)C2=O ?
aSyn rescue: 0%; D3 ag: 8; GLP1R inv ag: 0%; GLP-1R agonist: -5%; DRD3 antagonist: -25; PTHR1 ag: -30%; TDP-43 yeast inh: inconclusive; HEK293 tox: -22%; KB-V1 cytotox: -2%
